Y pestis TopoI: inhibitors of Yersinia pestis topoisomerase I | activity, % at 10 µM | 0.064% of 360,000 active | Y. pestis Topo-I cleavage product accumulation, plate reader; in the data active = activity above about 50%, passing the limit was not always enough; inconclusive = no clear call, values can overlap the other calls; also: inactives centre near 2
PrPC TRFRET: cell surface PrPC inhibition, primary TR-FRET screen | P04156 | TR-FRET read-out | inhibition, % at 13.8 µM | 0.43% of 370,000 active; in the data active = inhibition above about 24%; also: 0% = median of the test wells and 100% = reference compound wells
Anthrax LF inh2: anthrax lethal factor protease inhibition; P15917; multiplex microsphere protease cleavage assay, LF; inhibition, % at 10 µM; 0.12% of 360,000 active; AID 588501; also: plate controls were buffer without enzyme for full effect and enzyme alone for no effect
TcdB GH inh: inhibitors of Clostridioides difficile toxin B glycohydrolase; P18177; TcdB glycohydrolase enzymatic assay, plate reader; inhibition, % at 9.99 µM; 0.24% of 350,000 active; in the data active = inhibition above about 10%
BoNT-A LC inh2: inhibitors of Botulinum neurotoxin A light chain protease | multiplex microsphere protease substrate cleavage, flow cytometry | inhibition, % at 10 µM | 0.17% of 360,000 active; also: plate controls were buffer without enzyme for full effect and enzyme alone for no effect
PfHsp40 yeast: restores yeast growth despite PfHsp40 toxicity | 0.68% of 340,000 active | growth rescue, % at 12.5 µM | S. cerevisiae expressing PfHsp40, growth rescue, ATP luminescence; in the data active = growth rescue above about 28%, passing the limit was not always enough; inconclusive = no clear call, values can overlap the other calls;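 also: yeast W303a lacking pdr1 and pdr3 grown in galactose medium; growth measured after three days at 30 °C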
FadD28 FP inh: inhibitors of Mycobacterium tuberculosis FadD28 bisubstrate binding. FadD28 bisubstrate probe binding, fluorescence polarization. AID 588549. inhibition, % at 12.5 µM. 0.22% of 360,000 active; in the data active = inhibition above about 8.5%, passing the limit was not always enough; inconclusive = no clear call, values can overlap the other calls
CCHF vOTU inh: CCHFV vOTU protease inhibition; 0.55% of 370,000 active; AID 651958; inhibition, % at 11.5 µM; Pep-AMC fluorescence; in the data active = inhibition above about 30%; also: 0% = vehicle wells with enzyme and 100% = no enzyme wells
BoNT-F LC inh: BoNT F light chain protease inhibition; Multiplex microsphere protease cleavage assay, flow cytometry; inhibition, % at 10 µM; 0.22% of 360,000 active; AID 588497; in the data active = inhibition above about 35%, passing the limit was not always enough; inconclusive = no clear call, values can overlap the other calls; also: plate controls were buffer without enzyme for full effect and enzyme alone for no effect
The depositor's hits bear a star; ? = inconclusive; nt = no result given; & = joins results of further samples. Rule as the data show it, unless noted: active = inhibition above about 30%; inconclusive = no clear call, values can overlap the other calls; inactive = below that.

item	Structure	Y pestis TopoI	PrPC TRFRET	Anthrax LF inh2	TcdB GH inh	BoNT-A LC inh2	PfHsp40 yeast	FadD28 FP inh	CCHF vOTU inh	BoNT-F LC inh
1	COc1ccc(C(=O)CC(C(=O)O)c2ccc3c(c2)OCO3)cc1OC (stereo not given)	-0.5	4.6	-4.4	1.5	-0.8	nt	-0.9	-4.2	-14.1
2	CCCn1c(SCC(=O)Nc2nonc2C)nnc1-c1ccoc1C	23.1	-0.1	0.1	nt	0.5	-0.7	-0.1	7.0	7.9
3	CC1=N/C(=C/c2cc(Br)cc(Br)c2O)C(=O)O1	-0.9	3.0	-5.8	0.4	-3.1	-0.5	-3.6	7.5	-9.5
4	CCOCCc1nnc(NC(=O)CN2C(=O)c3ccccc3C2=O)s1	-1.2	-3.4	0.7	nt	-0.2	-2.7	-0.1	-6.0	-4.7
5	COC(=O)c1ccc(Cl)c(NC(=O)CSc2nnc(-c3ccncc3)o2)c1	-1.4	6.4	-0.6	1.1	-0.9	2.6	-1.1	-5.1	2.3
6	COc1ccc(NS(=O)(=O)c2cccc(NC(=O)NC3CCCCC3)c2)cc1	1.6	-0.3	-3.9	nt	-0.6	1.5	-1.3	-13.0	-8.4
7	O=C(COC(=O)/C=C/c1ccc(F)cc1)NC(=O)NCc1ccccc1	0.9	10.5	-1.9	0.5	-0.3	nt	2.2	-3.9	-0.5
8	Cc1cc(N/N=C2\CC(C)CC(C)(C)C2)nc2ccccc12 (stereo not given)	6.2	0.4	-12.4	0.9	-1.7	0.8	-1.9	11.6	-9.3
9	C=CCN1C(=O)C(=Cc2ccc3c(c2)CCC3)SC1=S	5.5	-3.0	-0.4	1.3	4.9	nt	-1.3	-5.6	-1.3
10	Cc1nn(CC(=O)Nc2ccccc2)c(=O)c2ccccc12	6.7	1.4	nt	nt	nt	-1.3	0.6	-0.7	nt
11	COC(=O)[C@H](Cc1c[nH]c2ccccc12)NC(=O)CCCc1c[nH]c2ccccc12	10.9	5.4	-10.2	0.5	-2.9	0.0	-2.3	-8.7	11.2
12	O=C(CSc1nc2ccccc2s1)N1c2ccccc2Sc2ccc(Cl)cc21	1.4	3.8	-4.9	nt	-0.5	2.0	-2.7	-14.8	-3.6
13	COC(=O)c1ccsc1NC(=O)C1=COCCO1	-1.6	-5.3	-4.6	-1.5	0.3	-0.5	-3.6	8.3	0.4
14	N#CCC(=O)N/N=C/c1ccccc1Cl	4.7	0.4	0.7	nt	-0.3	0.1	0.7	4.9	-6.2
15	CCCc1cc(C(=O)Nc2cccc([N+](=O)[O-])c2)cs1	-12.2	-0.6	-1.0	1.6	-3.0	-0.5	-4.1	9.4	-4.6
16	CN(C)c1ccc(/C=C2\CCCc3c2nc2ccccc2c3C(=O)O)cc1	6.1	0.4	8.1	-3.1	-1.4	0.6	0.3	12.6	4.1
17	Cc1ccccc1NC(=O)/C(C#N)=C/c1ccc(-c2ccc(Cl)c(C(=O)O)c2)o1	-2.9	-10.0	-6.8	0.1	-1.0	0.3	-0.2	8.0	2.5
18	CCCN1C2CCCC1CC(NC(=O)c1cccc(Cl)c1)C2 (stereo not given)	11.2	-11.5	10.3	0.2	3.7	1.3	-0.3	-13.1	27.8
19	CCOc1ccc(CCNc2nc3ccccc3n3cnnc23)cc1OCC	0.8	4.2	4.8	2.5	1.0	-0.7	-1.5	-3.6	0.2
20	Cc1ccc(S(=O)(=O)Nc2ccc3c(c2)CC(=O)N([C@H](C)CO)C[C@@H](C)[C@H](CN(C)S(=O)(=O)c2ccccc2)O3)cc1	5.3	-3.4	-4.6	1.8	-0.1	-1.1	1.9	-1.6	-4.7
21	CCC1(CC)NC(=O)N(CC(=O)Nc2ccc(OCc3ccccc3)cc2)C1=O	4.0	1.5	-2.4	-0.5	0.2	0.8	?	6.2	2.9
22	Cc1cc2n(n1)C(c1cccs1)Nc1ccccc1-2 (stereo not given)	-4.6	4.0	1.8	nt	-1.4	1.8	-1.5	3.9	-27.8
23	COc1ccc([C@H]2CC(=O)C=C(c3cccc(CO)c3)C2)cc1OC	1.5	-14.7	-2.1	1.4	-0.2	0.9	-1.5	-3.8	6.1
24	Cc1csc(SCC(=O)NC(C)c2ccccc2)n1 (stereo not given)	-13.3	-6.7	1.0	0.6	0.1	4.4	-3.0	5.3	-4.8
25	CC(OC(=O)c1cc(S(=O)(=O)N(C)C)ccc1N1CCCC1)C(=O)NCc1ccccc1 (stereo not given)	24.4	6.1	2.6	2.3	2.2	-1.3	-4.2	-2.6	2.9
26	COc1ccc(/C=C2/SC(=O)NC2=O)cc1	-5.9	-5.8	0.6	1.3	-1.5	-0.1	-0.7	9.6	-9.2
27	Cc1ccc(Cn2ncc3c(N4CCN(CCc5ccccc5)CC4)ncnc32)cc1	18.8	1.4	16.8	1.1	-0.9	nt	-3.0	2.4	?
28	CN(C)S(=O)(=O)c1cccc(NC(=S)Nc2cccc3cnccc23)c1	-2.5	-9.7	-5.2	-0.1	-0.2	0.2	-2.0	39.8*	-10.3
29	CN(C(=O)c1cccnc1)c1nc(-c2ccccc2)cs1	1.5	2.8	-11.7	nt	0.7	1.5	-1.4	10.5	5.6
30	CC(C(=O)NCCC1=CCCCC1)c1ccc([N+](=O)[O-])cc1 (stereo not given)	-2.2	-1.7	-0.7	0.0	-0.1	2.0	-5.1	3.0	-0.5
31	C=CCOc1ccc(/C=N/NC(=O)c2c(C)nc3ccc(Cl)cn23)cc1	8.9	9.1	nt	0.4	nt	?	0.5	7.1	nt
32	CN1CCc2nc(SCC(=O)Nc3ccc(Cl)cc3)c(C#N)cc2C1	-16.5	-2.1	-4.2	nt	2.6	0.9	-5.9	1.5	-37.9
33	CCOC(=O)N1CCN(CC(O)COc2ccccc2[N+](=O)[O-])CC1 (stereo not given)	-7.3	1.4	7.2	0.3	-3.4	-0.1	nt	-13.3	-2.5
34	CN=C1S/C(=C\c2c(OC)cc(OC)cc2OC)C(=O)N1C	-6.3	-7.9	1.6	-1.1	0.4	0.1	1.6	0.8	1.4
35	CCOC(=O)c1sc(-c2ccc(OC)cc2)cc1N	5.2	-2.5	-6.0	nt	0.5	1.9	0.8	-1.5	-0.5
36	Cc1ccc(CN2CCN(C(=O)C3CCCO3)CC2)cc1 (stereo not given)	4.0	-1.7	-3.0	nt	0.3	1.1	-0.2	-14.3	2.4
37	CC(C)C[C@@H]1O[C@H](CCc2ccccc2)CC2=C1C(=O)OC(C)(C)O2	nt	5.4	-2.0&2.8	1.0	0.0&0.5	nt	nt	6.5	4.7&-5.0
38	O=C(CCCNC(=O)/C(=C/c1ccccc1F)NC(=O)c1ccccc1)OCc1ccccc1	30.4	4.6	-0.8	0.7	0.1	-0.5	-2.0	2.9	-1.6
39	C=CCn1c(CCc2ccccc2)nnc1SCC(N)=O	1.1	-1.4	1.4	-1.2	-2.1	-0.1	0.3	-16.2	2.7
40	CCCn1cnc2cc(NCc3cccc(OC)c3)ccc21	9.2	1.2	-1.5	2.1	0.3	1.5	1.1	-3.0	-11.2
41	Cc1cc(C)nc(SCc2nnc(SCc3ccccc3Cl)o2)n1	-1.6	0.0	-2.1	nt	-0.5	1.6	-1.6	-1.6	-4.1
42	COc1ccc(C2/C(=C(/O)c3ccc(C)cc3)C(=O)C(=O)N2CC2CCCO2)cc1OC (stereo not given)	-1.4	7.4	-1.1	-0.2	0.5	-1.3	-1.2	-5.4	6.4
43	Cc1ccn2c(C(=O)c3ccc(Cl)cc3)cnc2c1	11.3	5.2	0.7	nt	0.5	1.9	-2.7	15.0	-0.5
44	Cc1cccc(NC(=O)c2cnc3sccn3c2=O)c1C	2.2	-3.9	-5.0	0.4	-0.7	nt	0.1	-0.9	-7.0
45	O=C(N/N=C/c1ccco1)c1cc(Br)ccc1OCc1ccccc1	-8.5	-3.4	-1.3	0.9	0.6	0.7	-1.2	-0.1	-0.1
46	CC1CC(C)CN(C(=O)CSc2nnc(-c3ccco3)o2)C1 (stereo not given)	3.9	3.3	12.7	0.6	0.6	-0.5	0.5	7.6	15.0
47	O=C(NCC(=O)N(Cc1cccs1)C(C(=O)NC1CCCCC1)c1cccnc1)c1ccco1 (stereo not given)	-0.7	1.3	1.0	nt	0.4	-0.4	1.0	6.8	8.8
48	COCCNC(=O)C(c1cccs1)N(Cc1cccs1)C(=O)Cn1nnc2ccccc21 (stereo not given)	3.4	-6.7	-2.3	nt	-0.4	0.8	-3.6	5.2	?
49	CN(C1CCCCC1)S(=O)(=O)c1cccc(C(=O)OCC(=O)NC2CCCc3ccccc32)c1 (stereo not given)	2.9	1.5	-0.4	nt	0.7	1.9	-0.8	-4.3	-0.3
50	O=C(c1ccc(F)cc1)N1CCC(C(=O)N2CCN(S(=O)(=O)c3cccc(Cl)c3)CC2)CC1	9.3	2.1	5.3	0.3	-0.3	0.0	-2.0	-11.0	-3.7
51	COc1ccc(N=C2S/C(=C\c3ccc(C)s3)C(=O)N2CC(C)C)cc1	1.3	-5.5	-7.8	nt	0.0	0.0	-2.8	-4.2	-0.9
52	CC(=O)N1N=C(c2ccc3nccnc3c2)CC1c1ccccc1 (stereo not given)	5.3	-11.6	-8.2	nt	1.1	0.3	-2.2	-7.8	2.2
53	CCOc1ccc(-c2ccc(SCC)nn2)cc1	-0.9	3.6	-1.4	0.3	-0.2	-1.7	0.1	-0.6	-4.3
54	COc1ccc(NC(=O)CN(C)C(=O)CCCc2c[nH]c3ccccc23)cc1	-14.0	1.4	?	1.1	?	-0.4	-1.9	6.6	?
55	OC1(C#Cc2c(-c3ccsc3)oc3ccc(N4CCOCC4)cc23)CCCCC1	31.1	-1.9	-6.2	-1.8	-0.9	2.7	-3.7	-20.6	0.3
56	Oc1ccc(C2CNCc3sccc32)cc1O (stereo not given)	1.9	0.1	-13.4	-23.8	-0.6	16.4	-1.1	2.8	-18.5

(next part)
item	Structure	Y pestis TopoI	PrPC TRFRET	Anthrax LF inh2	TcdB GH inh	BoNT-A LC inh2	PfHsp40 yeast	FadD28 FP inh	CCHF vOTU inh	BoNT-F LC inh
57	Cc1ccc(C2(C)NC(=O)N(CC(=O)NNC(=O)c3ccccc3F)C2=O)cc1 (stereo not given)	3.3	2.3	1.2	0.0	-1.4	-0.4	-1.4	-0.5	-15.5
58	Cc1cccc(C)c1Nc1nnc(SCC(=O)Nc2sccc2C#N)s1	-3.2	12.7	-1.4	0.5	1.8	0.1	-1.3	1.9	-11.4
59	CCOC(=O)c1ccc(-n2nc(C)cc2C)cc1	-1.8	-0.7	3.8	0.0	0.5	-2.5	-1.2	-7.8	?
60	C/C=C(/C)C(=O)O[C@@H]1c2c(ccc3ccc(=O)oc23)O[C@@H]1C(C)(C)OC(C)=O	-10.2	-3.0	-7.8	1.1	0.1	-2.0	-2.2	-2.5	0.7
61	Cc1ccc(C)c(NC(=O)CSc2ccc(-c3cccs3)nn2)c1	26.3	4.1	-3.6	nt	-0.4	0.9	-1.1	-6.2	2.5
62	CC(C)(C)C(=O)Nc1ccc2c(c1)OCCOCCOc1cc(NC(=O)C(C)(C)C)ccc1OCCOCCO2	-0.7	-8.0	-10.6	3.8	2.6	-1.4	-3.2	-0.7	-7.1
63	CCCCOc1ccc(CSC(=N)N)cc1[N+](=O)[O-]	-12.7	-20.8	-1.5	nt	0.1	0.0	-6.3	5.5	-12.6

Screening data deposited in PubChem by several laboratories.
